core dimer inh: HCV core protein dimerization inhibition. TR-FRET GST/Flag-core106 dimerization, 1536-well. inhibition, % at 5 µM. actives 0.33% (n = 300,000). AID 1899;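 active means inhibition above the mean of all tested compounds plus 3 SD, set per screening campaign, cut at about 45% in these data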
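System: GST-tagged and Flag-tagged HCV core protein residues 1-106 / Input: core106 proteins, GST 13.5 nM and Flag 17 nM / Buffer or medium: KF-containing HEPES buffer, pH 7.45, DTT, CHAPS, BSA / Probe or stimulus: Eu-anti-GST and XL665-anti-Flag labelled anti-tag antibodies / Schedule: 4 h, 22.5 °C incubation / Technique: TR-FRET 671 and 617 nm emission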
proCasp3 act: activates human procaspase-3; P42574; recombinant procaspase-3 D3A, Ac-DEVD-pNA absorbance 405 nm; activation, % at 8.5 µM; actives 0.11% (n = 330,000);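 active means activation above the mean of all tested compounds plus 3 SD, cut at about 21% in these data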;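 further: 0% = DMSO alone and 100% = DMSO wells spiked with extra 5 µM PC-3 D3A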
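assay system = Procaspase-3 D3A mutant | signal = absorbance at 405 nm, 0 and 120 min | times = 1 h preincubation plus 2 h reaction at 25 °C | repeats = single replicate | read-out = % activation between DMSO and enzyme-spiked controls | medium = Zinc-free HEPES saline buffer with Triton X-100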
PAFAH2 inh: inhibitors of human PAFAH2 | recombinant PAFAH2, FP-rhodamine activity probe, fluorescence polarization | inhibition, % at 3.39 µM | Q99487 | actives 0.99% (n = 340,000);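 active means inhibition above the mean over all tested compounds plus 3 SD, cut at about 30% in these data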;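 further: inhibitors block probe labeling of enzyme so polarization drops; 0% = enzyme with DMSO and 100% = wells lacking PAFAH2 protein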
AHR act: activators of human aryl hydrocarbon receptor | P35869 | AHR-responsive luciferase reporter cells, luminescence | activation, % at 5 µM | actives 2.5% (n = 320,000); in the data active means activation above about 47%;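 further: 0% = vehicle wells and 100% = reference agonist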
Target sequence (P35869 whole entry, looked up): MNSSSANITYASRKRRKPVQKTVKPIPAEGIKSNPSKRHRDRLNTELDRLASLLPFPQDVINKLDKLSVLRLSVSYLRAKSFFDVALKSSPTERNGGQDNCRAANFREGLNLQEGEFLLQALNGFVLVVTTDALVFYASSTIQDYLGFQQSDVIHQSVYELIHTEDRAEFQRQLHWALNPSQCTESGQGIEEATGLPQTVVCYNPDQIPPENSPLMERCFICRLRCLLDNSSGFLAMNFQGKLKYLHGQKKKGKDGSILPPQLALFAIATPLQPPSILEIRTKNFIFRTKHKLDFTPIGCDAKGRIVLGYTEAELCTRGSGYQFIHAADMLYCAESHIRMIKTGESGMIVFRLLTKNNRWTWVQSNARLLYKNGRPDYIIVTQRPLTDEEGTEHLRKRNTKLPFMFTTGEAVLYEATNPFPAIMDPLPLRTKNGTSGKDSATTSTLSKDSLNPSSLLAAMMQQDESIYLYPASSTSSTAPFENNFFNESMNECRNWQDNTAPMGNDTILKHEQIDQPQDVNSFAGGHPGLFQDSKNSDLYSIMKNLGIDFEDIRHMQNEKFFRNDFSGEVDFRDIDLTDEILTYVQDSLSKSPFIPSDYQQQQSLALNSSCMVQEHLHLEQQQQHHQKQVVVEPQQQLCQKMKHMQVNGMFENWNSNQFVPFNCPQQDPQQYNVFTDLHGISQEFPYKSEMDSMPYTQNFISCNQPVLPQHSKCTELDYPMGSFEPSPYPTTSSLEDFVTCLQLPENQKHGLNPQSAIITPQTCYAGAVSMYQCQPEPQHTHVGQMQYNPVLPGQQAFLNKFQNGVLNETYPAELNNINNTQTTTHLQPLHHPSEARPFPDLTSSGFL
PP5 primary: blocks human protein phosphatase 5 activity. P53041. purified PP5c, OMFP substrate fluorescence. inhibition, % at 6.7 µM. actives 0.18% (n = 320,000). AID 1987;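 active means inhibition above the campaign's mean inhibition across all tested compounds plus 3 SD, cut at about 9.5% in these data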;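 further: 0% = DMSO only and 100% = 100 µM cantharidin control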
TPT1 inh: C. albicans TPT1 enzyme inhibition | recombinant caTPT1, FP RNA substrate dephosphorylation | inhibition, % at 5 µM | actives 0.81% (n = 300,000) | AID 1962;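 active means inhibition above the mean of all tested compounds plus 3 SD, set per screening campaign, cut at about 24% in these data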;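 further: plate controls were DMSO alone for no effect and ferristatin control at 100 nM for full effect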
PP1 counter: counter-screen for PP5 inhibitors: inhibitors of human PP1-alpha. P62136. purified PP1alpha, OMFP fluorescence. inhibition, % at 6.7 µM. actives 0.9% (n = 320,000). AID 2235;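 active means inhibition above the mean inhibition of all tested compounds plus 3 SD, computed separately for each screening campaign, cut at about 15% in these data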
Fh CTSL1 inh: cathepsin L1 inhibition, PFM18AAP counter-screen. recombinant F. hepatica cathepsin L1, Z-Leu-Arg-MCA fluorescence. inhibition, % at 5.96 µM. actives 0.49% (n = 300,000);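 active means inhibition above the mean of all tested compounds plus 3 SD, set per screening campaign, cut at about 17% in these data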;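 further: 0% = plate median of test compound wells and 100% = 1 µM Z-Phe-Ala-diazomethylketone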
proCasp7 act: activates human procaspase-7, counter-screen for procaspase-3 activators; activation, % at 8.5 µM; AID 463210; actives 0.093% (n = 330,000); recombinant procaspase-7, Ac-DEVD-pNA absorbance 405 nm; D23A/D198A/D206A triple mutant, cannot self-cleave; scale: DMSO 0, 5 µM enzyme 100;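 active means percent activation above the screen-wide mean plus 3 SD, cut at about 25% in these data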
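signal = Epi-absorbance of released pNA at 405 nm, two timepoints | assay system = Uncleavable procaspase-7 mutant enzyme | reagent = Ac-DEVD-pNA substrate, 400 µM as added | times = 1 h enzyme–compound preincubation and 2 h substrate reaction, both 25 °C | benchmarks = low DMSO alone, high DMSO plus 5 µM PC-7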
* = called active by the depositor; / = no result given. Random draw from the library (roughly 5.6% active in at least one column).

entry	molecule	core dimer inh	proCasp3 act	PAFAH2 inh	AHR act	PP5 primary	TPT1 inh	PP1 counter	Fh CTSL1 inh	proCasp7 act
1	CCOC(=O)c1ccc(-c2ccc3[nH]c4ccccc4c(=O)c3c2)cc1F	-1	-7	0	2	0.9	-1	0	1	-6
2	O=C(Nc1ccc(N2CCOCC2)cc1)Nc1ccc(Cl)c(Cl)c1	-8	-4	2	7	7.4	1	5	0	-7
3	CN(/N=C/c1cccnc1)C1=NS(=O)(=O)c2ccccc21	2	-8	6	-2	0.7	7	1	-2	7
4	CCOC(=O)C1CCN(C(=S)Nc2ccc(S(N)(=O)=O)cc2)CC1	-5	-9	3	3	-2.7	-2	0	-3	-16
5	O=C(N/N=C/c1ccccc1O)C(=O)Nc1ccccn1	-1	6	11	1	0.0	-2	0	2	-14
6	CCN(CC)C(=O)Oc1ccc2c(=O)c(-c3ccccc3)coc2c1	2	-1	3	-10	5.9	0	-2	-5	-6
7	Cc1cc(=O)[nH]c2c(C)cc(S(=O)(=O)Nc3ccc(O)cc3)cc12	-1	-5	2	3	1.1	3	-3	-2	-2
8	COc1ccccc1N(CC(=O)NCc1ccccc1C)S(=O)(=O)c1ccc(C)cc1	12	6	-7	2	1.7	0	4	-2	-3
9	O=C(Nc1ccc(N2CCCC2)c(S(=O)(=O)Nc2cccc(C(F)(F)F)c2)c1)c1cccs1	7	-11	-30	9	7.7	-2	2	-2	-3
10	CNC(=O)CN(c1ccc(C(C)C)cc1)S(C)(=O)=O	-5	8	-3	-1	3.8	1	-5	0	7
11	COc1cccc(NC(=O)N(Cc2ccco2)C(C)c2cccs2)c1 (stereo not drawn)	-2	2	3	2	2.6	-1	1	0	4
12	CCOc1ccc(NC(=O)c2ccc3c(=O)n(-c4ccc(OC)cc4OC)c(=S)[nH]c3c2)cc1	0	9	5	-2	4.0	-2	6	0	-2
13	O=C(CCCOc1ccc(Cl)cc1Cl)N/N=C/c1cccc([N+](=O)[O-])c1	1	12	-11	5	1.2	1	-1	7	-4
14	O=C(Nc1ccccc1)C1CCCN(C(=O)c2ccc(F)cc2)C1 (stereo not drawn)	/	-3	-9	0	0.4	/	-5	/	-5
15	CC1(C(=O)N(CC(=O)NC2CCCC2)C2CCCC2)CC(=O)N=C2C=CC=CN21 (stereo not drawn)	-1	2	-3	3	0.6	1	-4	5	9
16	Cc1ccc2c(c1)c(=O)c1c3n2CCN(C(=O)CCl)C3CC1 (stereo not drawn)	47*	-8	24	4	1.1	-21	5	77*	-2
17	COc1ccc(C2=NOC(CNC(N)=S)C2)cc1 (stereo not drawn)	-2	-1	2	7	0.0	0	0	-2	6
18	Cn1ncc(Br)c1C(=O)NC1CCCCC1	10	0	-10	7	0.0	-2	0	0	6
19	CCOc1ccc(NC(=O)C2=C(C)NC(=S)NC2c2ccc(O)c(OC)c2)cc1 (stereo not drawn)	1	1	-2	2	-1.0	1	1	-1	-3
20	COc1ccc(CNc2nc3nc(C)c(Cl)c(C)n3n2)cc1OC	-3	10	4	5	1.2	-3	0	5	10

Exported with each value named: entries from further up.
17	COc1ccc(C2=NOC(CNC(N)=S)C2)cc1 (stereo not drawn)
  core dimer inh = -2
  proCasp3 act = -1
  PAFAH2 inh = 2
  AHR act = 7
  PP5 primary = 0.0
  TPT1 inh = 0
  PP1 counter = 0
  Fh CTSL1 inh = -2
  proCasp7 act = 6

11	COc1cccc(NC(=O)N(Cc2ccco2)C(C)c2cccs2)c1 (stereo not drawn)
  core dimer inh = -2
  proCasp3 act = 2
  PAFAH2 inh = 3
  AHR act = 2
  PP5 primary = 2.6
  TPT1 inh = -1
  PP1 counter = 1
  Fh CTSL1 inh = 0
  proCasp7 act = 4

3	CN(/N=C/c1cccnc1)C1=NS(=O)(=O)c2ccccc21
  core dimer inh = 2
  proCasp3 act = -8
  PAFAH2 inh = 6
  AHR act = -2
  PP5 primary = 0.7
  TPT1 inh = 7
  PP1 counter = 1
  Fh CTSL1 inh = -2
  proCasp7 act = 7

2	O=C(Nc1ccc(N2CCOCC2)cc1)Nc1ccc(Cl)c(Cl)c1
  core dimer inh = -8
  proCasp3 act = -4
  PAFAH2 inh = 2
  AHR act = 7
  PP5 primary = 7.4
  TPT1 inh = 1
  PP1 counter = 5
  Fh CTSL1 inh = 0
  proCasp7 act = -7

Additional results:
entry	molecule	core dimer inh	proCasp3 act	PAFAH2 inh	AHR act	PP5 primary	TPT1 inh	PP1 counter	Fh CTSL1 inh	proCasp7 act
21	CC(NC(=O)NCC1CCCO1)(C(F)(F)F)C(F)(F)F (stereo not drawn)	10	-8	15	6	-3.8	6	-9	-1	9
22	C/C(=N\NC(=O)c1ccccn1)C12CC3CC(CC(C3)C1)C2	0	-8	38*	5	0.1	-2	0	-1	1
23	CCOc1cc(/C=C2\N=C(SC(C)C(N)=O)N(c3ccc(OC(F)F)cc3)C2=O)ccc1O (stereo not drawn)	-14	-21	-19	-5	2.7	101*	-1	2	-18
24	CC1(C)[C@H]2CC[C@]1(C)[C@@H](OC(=O)C[N+]1(C)CCOCC1)C2	3	1	4	1	-0.5	1	-8	-1	2
25	CCc1cc(=O)oc2cc(C)cc(OCC(=O)NCC(O)c3ccccc3)c12 (stereo not drawn)	-2	0	8	4	-0.8	-1	-4	-2	6
26	CCCNC(=O)c1ccc(N2CCC3(CC2)CC(c2ccccc2)=NO3)c(NC(=O)c2cccc(C)c2)c1	17	1	-20	-7	5.2	-3	10	1	8
27	CCOc1ccc(CCNC(=O)c2cccc(C#N)c2)cc1OCC	3	3	3	4	0.2	-2	-1	2	7
28	CC(C)(C)c1cc(CCC(=O)NCc2ccccn2)cc(C(C)(C)C)c1O	3	1	-6	4	-1.7	-1	-1	-1	11
29	Cn1c(=O)cc(OCCCC(=O)Nc2ccccn2)c2ccccc21	1	-1	0	-7	-1.2	-2	0	1	1
30	COc1ccc(CC(=O)Nc2cccc(C(=O)O)c2C)cc1	12	12	5	-1	-1.6	-1	-9	-5	4
31	CC(C)c1ccc(-c2nn[nH]n2)cc1	-4	8	1	3	4.0	-4	-1	1	-12
32	Cc1cc(OCC(F)(F)C(F)(F)C(F)(F)C(F)(F)C(F)(F)C(F)F)nc(N)n1	-7	0	3	-2	15*	5	8	2	6
33	CC(=O)c1ccc(-n2nnnc2SCC(=O)NC2CCCCC2)cc1	-1	0	-2	2	-1.1	-2	-2	-1	-1
34	CC1(C)C2CCC1(C)C(NCC(O)COc1ccc(C#N)cc1)C2 (stereo not drawn)	-4	4	5	1	1.5	-1	1	0	4
35	COc1ccc(-n2c(COc3cccc4cccnc34)nnc2SCC(=O)O)cc1	0	3	14	1	-1.0	-3	-7	-8	5
36	O=C(OCC(=O)N1CCN(C(=O)COC(=O)c2ccc(O)cc2O)CC1)c1ccc(O)cc1O	1	3	1	0	0.0	2	2	-6	-4
37	CCC1(c2ccc(F)cc2)NC(=O)N(CC(=O)NCc2ccc(F)cc2)C1=O (stereo not drawn)	-3	4	12	3	0.2	4	-1	-3	-6
38	Cc1nc(N2CCN(C(=O)c3ccco3)CC2)[nH]c(=O)c1C	1	6	1	0	2.6	-1	0	4	3
39	CCOC(=O)c1c(C)[nH]c(C)c1S(=O)(=O)NCC1CCN(Cc2cccc(F)c2)CC1	-5	1	-1	3	-2.3	4	-1	-3	13
40	CC(NC(=O)c1ccco1)C(c1cccs1)N1CCN(c2ccccc2)CC1 (stereo not drawn)	15	11	0	0	-1.2	-1	-1	2	7

Further results.
entry	molecule	core dimer inh	proCasp3 act	PAFAH2 inh	AHR act	PP5 primary	TPT1 inh	PP1 counter	Fh CTSL1 inh	proCasp7 act
41	O/N=C/c1ccnc(SCc2ccccc2)n1	2	1	3	-3	2.3	-2	0	0	-3
42	CCN(CC)c1ccc(NC(=O)Nc2cccc3ccccc23)cc1	-34	-20	-5	2	1.4	-3	10	2	-32
43	CCOC(=O)C1=C(c2ccccc2)Nc2ncnn2C1c1cc(OC)cc(OC)c1OC (stereo not drawn)	3	-8	3	11	0.1	1	-3	-4	1
44	O=C(Nc1cccc(O)c1)c1c(O)c2ccccc2[nH]c1=O	0	0	-27	30	1.2	0	6	3	7
45	CC(C)CNC(=S)NNC(=O)CC(C)O (stereo not drawn)	1	1	4	1	0.6	1	2	-5	-7
46	Cc1onc(-c2ccccc2)c1C(=O)N1CCC(C)CC1	-5	4	-4	2	3.0	1	-2	1	7
47	O=C(Cc1ccc(Cl)cc1)Nc1ccccn1	7	1	0	-1	0.3	-1	1	6	17
48	Cc1cc(C)c(C#N)c(N2CCCC(C(N)=O)C2)n1 (stereo not drawn)	-1	-1	2	0	0.8	-4	-2	-1	-3
49	NC1(N)OC(CN2C(=O)c3ccccc3C2=O)CS1 (stereo not drawn)	3	-8	3	-1	2.5	0	-1	4	-3
50	COc1ccc(-n2nnc3c(SCC(=O)N4CCCc5ccccc54)ncnc32)cc1	2	1	-10	1	-0.8	3	0	-3	-2
51	COc1cc(NC(=O)c2ccccc2NS(=O)(=O)c2ccc(Cl)s2)cc(OC)c1	28	-7	-5	-2	3.0	4	5	1	6
52	O=C(COC(=O)CCS(=O)(=O)c1ccccc1)NC(=O)c1ccc(OC(F)F)cc1	0	2	10	-3	-1.7	-3	-4	-51	1
53	CCOC(=O)[C@@H]1[C@H]2COc3ccc(Br)cc3[C@@H]2N2C(=O)N(c3cccc(F)c3)C(=O)[C@@]12C	-6	-3	4	-1	1.1	-3	4	1	5
54	COC(=O)c1ccc([N+](=O)[O-])c(CS(=O)(=O)c2ccc(Cl)cc2)c1	-10	-8	-1	0	1.9	-5	-3	6	-5
55	CNC(=S)Nc1ccc2nc(C)oc2c1	8	1	-4	-3	2.3	-4	-1	-4	5
56	CC(=O)Nc1ccc(NC(=O)c2c([N+](=O)[O-])cnn2C)cc1	-9	0	-13	0	1.3	-3	1	-5	18
57	CC1CC(C)CN(CCCNC(=O)c2ccc3c(c2)N(Cc2ccccc2)C(=O)c2ccccc2S3=O)C1 (stereo not drawn)	-12	7	6	-2	3.1	-2	-2	-3	-5
